# Tau fluor counter = counter-screen for tau fibril formation inhibitors; tau K18 P301L Alexa594 fluorescence, heparin fibrillization; hit rate 0.93% among 280,000; AID 1463; Potency, µM (doses to about 57.7 µM), for the others: top-dose activity change, negative = decrease; further: on the % scale 0 is the no-effect control and ±100 the full control effect; nearly all actives have a fitted effect of over 55% in size
#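 Human K18 P301L tau (15 uM unlabeled plus 0.24 uM Alexa 594-labeled, final) in 100 mM sodium acetate pH 7 was mixed with compound and 20 uM heparin and incubated 6 hr at 37 C.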
# Tau ThT inhib = inhibitors of human tau fibril formation, thioflavin T binding | hit rate 2.1% among 270,000 | Potency, µM (doses to about 57.4 µM), inactives show at the top dose activity, negative = inhibition, hits mostly inhibitors | P10636 | recombinant tau K18 P301L (four-repeat tau fragment), heparin-induced fibrillization, ThT fluorescence | AID 1460; further: on the % scale 0 is the no-effect control and ±100 the full control effect; nearly all actives have a fitted effect of over 55% in size
# Target sequence (P10636 561-689 P618L limits assumed): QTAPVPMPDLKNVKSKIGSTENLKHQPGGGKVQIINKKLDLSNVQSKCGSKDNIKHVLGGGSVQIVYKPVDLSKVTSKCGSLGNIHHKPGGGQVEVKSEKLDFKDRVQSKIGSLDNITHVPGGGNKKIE
#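 K18 P301L tau (15 uM + 0.24 uM Alexa 594-tagged), heparin 20 uM, NaOAc pH 7, 6 h 37 C; ThT 30 uM, 1 h RT, ex 450/em 510 nm.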
# SMN2 splice enh = SMN2 splice variant enhancement. hit rate 2.8% among 210,000. HEK293 SMN2-luciferase splicing reporter, luminescence, 30-36 h. Potency, µM (doses to about 46.1 µM), for inactives: at the top dose activity change, positive = activation, most hits filed as activators; further: % of control where 0% means no effect; nearly all actives have a fitted effect of over 55% in size
#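 HEK293 cells carry an SMN2 […]–luciferase reporter in which exon 7 inclusion puts luciferase in frame. Cells were plated 10-12 h before compound addition, then incubated 30-36 h at 37C. ONE-Glo luminescence was read; sodium butyrate at 4.5 mM final served as control.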
# HTT aggregate = reduces HttQ103-GFP aggregates in PC12 cells | PC12 HttQ103-GFP aggregates, Acumen cytometry, 40 h | Potency, µM (series often up to 46.1 µM), for inactives: top-dose activity change, negative = inhibition, hits mostly inhibitors | hit rate 1.1% among 220,000; further: on the % scale 0 is the no-effect control and ±100 the full control effect; nearly all actives have a fitted effect of over 60% in size
#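 Quantitative HTS on tebufenozide-induced (100 nM) PC12 cells stably expressing polyQ103 Huntingtin exon 1–GFP. Reduction of bright GFP aggregates, detected by laser scanning cytometry after lysis, identified actives across the titration.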
# Tau FP inhib = blocks human tau fibril formation measured by polarization. P10636. K18 P301L tau heparin fibrillization, Alexa594 FP, 6 h. Potency, µM (doses to about 57.7 µM), without a hit: top-dose activity, negative = inhibition, hits mostly inhibitors. hit rate 0.39% among 280,000. AID 1468; further: on the % scale 0 is the no-effect control and ±100 the full control effect; nearly all actives have a fitted effect of over 55% in size
#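 Human tau K18 […] P301L fragment, 15 uM unlabeled plus 0.24 uM Alexa 594-labeled tau (final), with compound and 20 uM heparin in 100 mM sodium acetate pH 7; 6 hr at 37 C, then Alexa 594 FP read.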
# KDM4E inh = blocks human JMJD2E demethylase activity. B2RXH2. JMJD2E catalytic domain, FDH-coupled NADH fluorescence (FDH is formaldehyde dehydrogenase). Potency, µM (titrated, usually from 57.1 µM), for inactives: at the top dose activity change, negative = inhibition, actives largely listed as inhibitors. hit rate 1.6% among 230,000; active means well fitted inhibition curve with a large enough effect, not every such curve was filed as active; inconclusive means small, poorly fitted or top-dose-only effect, or another doubt; inactive means no such curve, though single readings can be large or run the other way;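 further: 0% = wells with enzyme and -100% = buffer wells without enzyme; nearly all actives have a fitted effect of over 50% in size; many of its hits are not listed in these tables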
# Target sequence (B2RXH2 1-337 limits assumed): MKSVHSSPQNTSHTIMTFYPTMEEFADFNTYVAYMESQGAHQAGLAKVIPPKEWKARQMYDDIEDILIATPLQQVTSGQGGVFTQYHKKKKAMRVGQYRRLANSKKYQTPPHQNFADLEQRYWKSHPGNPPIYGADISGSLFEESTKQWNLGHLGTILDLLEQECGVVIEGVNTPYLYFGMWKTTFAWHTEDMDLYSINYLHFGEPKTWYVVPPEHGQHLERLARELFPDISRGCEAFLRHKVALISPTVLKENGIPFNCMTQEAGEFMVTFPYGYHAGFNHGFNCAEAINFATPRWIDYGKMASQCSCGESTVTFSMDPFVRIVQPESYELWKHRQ
# HTT ATP protect = protects HTT-Q103 PC12 cells, measured by ATP; PC12 HTT-Q103 induced, cytoprotection, ATP luminescence, 40 h; Potency, µM (doses to about 56.4 µM), for the others: cytoprotection (ATP increase), usual class: activators; hit rate 0.14% among 230,000; AID 1471;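 further: % of control where 0% means no effect; nearly all actives have a fitted effect of over 45% in size; toxic huntingtin expression switched on by the ecdysone agonist tebufenozide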
#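 Rat PC12, Q103 Htt exon1-GFP fusion, ecdysone promoter; tebufenozide inducer 100 nM final; compound titration; qHTS, 1500 cells/well; ATPlite luminescent read.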
# ALDH1A1 inh = blocks purified human ALDH1A1 activity; P00352; Potency, µM (series often up to 75.3 µM), for the others: top-dose activity, negative = inhibition, hits mostly inhibitors; AID 1030; hit rate 7.3% among 220,000; Purified ALDH1A1, NADH fluorescence, propionaldehyde substrate; active means well fitted inhibition curve with a large enough effect, not every such curve was filed as active; inconclusive means small, poorly fitted or top-dose-only effect, or another doubt; inactive means no such curve, though single readings can be large or run the other way;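 further: plate controls were no enzyme wells and a reference inhibitor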
# Target sequence (P00352 whole entry, looked up): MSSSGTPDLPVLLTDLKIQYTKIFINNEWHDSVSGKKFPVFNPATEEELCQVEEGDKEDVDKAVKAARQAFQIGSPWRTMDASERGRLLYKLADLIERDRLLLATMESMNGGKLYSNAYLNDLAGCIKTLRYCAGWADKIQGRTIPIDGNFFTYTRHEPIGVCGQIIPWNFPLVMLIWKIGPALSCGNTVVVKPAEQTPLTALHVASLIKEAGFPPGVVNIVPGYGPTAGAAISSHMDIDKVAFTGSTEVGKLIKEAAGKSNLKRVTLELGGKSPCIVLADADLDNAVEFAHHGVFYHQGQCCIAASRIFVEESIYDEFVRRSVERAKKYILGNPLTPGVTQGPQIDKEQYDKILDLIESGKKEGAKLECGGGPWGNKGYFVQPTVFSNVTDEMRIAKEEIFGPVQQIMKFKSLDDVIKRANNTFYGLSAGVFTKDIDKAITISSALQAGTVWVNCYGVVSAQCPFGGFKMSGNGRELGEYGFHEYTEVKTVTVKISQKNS
# An asterisk follows results filed as active; ? = inconclusive; . = no result given; [ ] = dose if it differs, or a comment. Unless noted, the call rests on the fitted dose curve; in most records, active means well fitted curve in the direction sought with a large enough effect; inconclusive means small, poorly fitted or top-dose-only effect, or another doubt; inactive means no such curve, though single readings can be large; an effect the other way counts as inactive or inconclusive. Potency means the concentration at half of the fitted maximal effect. An excerpt, so the mix of outcomes need not match the whole.
# The opening 3 entries as a preview:
# Screens in order – Tau fluor counter | Tau ThT inhib | SMN2 splice enh | HTT aggregate | Tau FP inhib | KDM4E inh | HTT ATP protect | ALDH1A1 inh
- COc1ccccc1CNc1ncncc1-c1ccoc1
    ? | ? | -39%[inhibitor] | . | -13% | ? | 4% | 25µM*
- CCOC(=O)N1CCC(NC(=O)c2ccc3c(c2)N(Cc2cc(C)ccc2C)C(=O)c2ccccc2S3=O)CC1 (stereo unspecified)
    -14% | -10% | -19% | . | -4% | . | . | .
- C[C@H](C[C@H](N)C(=O)O)C(=O)O
    -7% | -6% | . | . | -1% | 3% | -2% | 1%

# The listing (from the top)
# Screens in order – Tau fluor counter | Tau ThT inhib | SMN2 splice enh | HTT aggregate | Tau FP inhib | KDM4E inh | HTT ATP protect | ALDH1A1 inh
- COc1ccccc1CNc1ncncc1-c1ccoc1
    ? | ? | -39%[inhibitor] | . | -13% | ? | 4% | 25µM*
- CCOC(=O)N1CCC(NC(=O)c2ccc3c(c2)N(Cc2cc(C)ccc2C)C(=O)c2ccccc2S3=O)CC1 (stereo unspecified)
    -14% | -10% | -19% | . | -4% | . | . | .
- C[C@H](C[C@H](N)C(=O)O)C(=O)O
    -7% | -6% | . | . | -1% | 3% | -2% | 1%
- O=C(CCC(=O)OCc1ccc(C(=O)Oc2ccccc2)cc1)Nc1cccc2ccccc12
    -10% | -7% | -5% | 6% | -2% | 5% | 15% | 5%
- Cc1cc(NC(=O)CNC(=O)C2CCCCC2)no1
    1% | -4% | 2% | 6% | 9% | 2% | -11%[10 µM] | -6%
- CCOC(=O)Cn1c(=O)oc2cc(S(=O)(=O)Nc3ccccc3F)ccc21
    -6% | -4% | 8% | . | -5% | . | . | .
- CCCN(CCC)CCNC(=O)C1CC(=O)N(c2ccc(OC)cc2)C1c1ccc(OC)cc1 (stereo unspecified)
    3% | 4% | 6% | 4% | 4% | 8% | -4% | -1%
- COc1cccc(NC(=O)C2CCCCC2)c1
    -1% | 0% | 8% | -7% | 4% | 3% | -16%[10 µM] | 4%
- CCOC(=O)C1=C(COc2ccc(F)cc2Cl)NC(=O)NC1c1cc(C)ccc1C (stereo unspecified)
    -2% | 0% | -11% | 19% | -5% | 6% | -12% | -10%
- CCOC(=O)CC(NC(=O)CCc1c(C)nc2c(c(C)nn2-c2ccc(C)c(C)c2)c1C)c1ccc(C)cc1 (stereo unspecified)
    -13% | -10% | 7% | . | -1% | . | . | .
- COC(=O)N/N=C/c1cn(Cc2ccc(F)cc2)c2ccccc12
    ? | -5% | . | -1%[9.22 µM] | 13% | -3% | -10%[10 µM] | .
- Cc1cccc(C(=O)Nc2cccc(OC(=O)c3cccc(C)c3)c2)c1
    ? | -11% | -4% | 16% | ? | -1% | -32% | 7%
- CNC(=S)NCCc1ccc(OC)c(OC)c1
    -2% | -4% | -5% | 6% | 8% | 1% | -6% | 8%
- O=C(C1=C[C@H](C2CCCCC2)C[C@H](OCc2ccc(CO)cc2)O1)N1CCOCC1
    -4% | 3% | . | 5%[9.22 µM] | 7% | -5% | -8%[10 µM] | 3%
- C=CCOC(=O)C1=C[C@H](C2CC2)[C@@H](CCCO)[C@H](OCC)O1
    4% | 1% | . | -21%[9.22 µM] | 3% | -6% | 6%[10 µM] | 28µM*
- CNC(=O)COC(=O)/C=C/c1cccc(F)c1
    -3% | -1% | 5% | -18% | -8% | -8% | -7% | 11%
- c1ccc(-c2nnc(N3CCN(c4ccccn4)CC3)c3ccccc23)cc1
    -1% | ? | . | ? | 3% | -1% | 12%[1.9 µM] | ?
- C/C(=N\NC(=O)c1nonc1N)c1cccs1
    2% | 0% | ? | -4% | 6% | 10% | 15%[10 µM] | 6%
- CS(=O)(=O)Nc1cccc(C2=NN(S(=O)(=O)c3ccc(F)cc3)C(c3cccs3)C2)c1 (stereo unspecified)
    ? | -13% | 3% | -22% | -16% | -15% | 6%[10 µM] | ?
- Cc1ccc(NCc2nnc(SCCN3CCCCC3)n2CC2CCCO2)cc1Cl (stereo unspecified)
    -14% | -10% | ? | -21% | 4% | 4% | -1% | -8%

# Screens in order – Tau fluor counter | Tau ThT inhib | SMN2 splice enh | HTT aggregate | Tau FP inhib | KDM4E inh | HTT ATP protect | ALDH1A1 inh
- O=C1CC(c2ccccc2)Oc2cc(O)cc(O)c21 (stereo unspecified)
    -8% | 2% | . | 0%[9.22 µM] | 0% | -2% | -8%[10 µM] | .
- COc1ccc(Cn2c(C(C)C)nc3sc4ccccc4c(=O)c3c2=O)cc1
    -6% | . | . | 5%[9.22 µM] | 2% | -1% | 3%[10 µM] | .
- COc1cc(S(=O)(=O)NC2CCCC2)ccc1Cl
    0% | 0% | ? | -28% | -6% | 4% | 21% | 5%
- COC(=O)[C@H](CCSC)NC(=O)N1CCC(C)CC1
    -4% | -6% | -6% | -11% | -1% | 15% | ? | 0%
- C[C@@H](NCCc1ccc(O)cc1)[C@@H](O)c1ccc(O)cc1
    1% | 1% | 3% | . | 3% | -2% | . | -6%
- Cc1cc(C)n(S(=O)(=O)c2ccccc2)n1
    -31%[0.473 µM] | . | . | 0%[9.22 µM] | 2%[0.473 µM] | -1% | -7%[10 µM] | .
- CC(NC(=O)Cn1cc2c(n1)CCCCC2)c1ccccc1 (stereo unspecified)
    5% | -14% | -1% | -4% | 6% | 4% | -8%[10 µM] | 0%
- O=C(NCC1CCCO1)C1CCN(C2CCN(C(=O)C3CCCCC3)CC2)CC1 (stereo unspecified)
    -1% | -2% | . | -8%[9.22 µM] | 0% | -13% | 7%[10 µM] | 5%
- CC(C)c1nc(SCC(=O)Nc2cccc(S(N)(=O)=O)c2)n[nH]1
    -1% | -6% | -10% | 26%[9.22 µM] | 7% | 14% | 11% | -11%
- CCc1onc(C)c1C(=O)Nc1ccc2c(c1)OCO2
    -11% | -6% | . | -9% | -5% | 1% | -6% | 16%
- Cc1cccc(OCc2cc(=O)n3c(-c4ccccc4)csc3n2)c1C
    ? | ? | 2% | . | 2% | . | . | .
- C#CCSc1nc2sc3c(c2c(=O)n1-c1cccc(OC)c1)CCN(C(C)=O)C3
    -8% | 25µM* | -2% | . | ? | . | . | .
- CCOC(=O)N1CCC(N2CC34C=CC(O3)C(C(=O)Nc3ccc(C(C)C)cc3)C4C2=O)CC1 (stereo unspecified)
    1% | 1% | 8% | -1% | 2% | 6% | -9% | ?
- N#C/C(=C/c1ccc(N2CCCC2)c([N+](=O)[O-])c1)c1nc2ccccc2[nH]1
    ? | 2.5µM* | 8% | 4% | -13% | 3% | -36% | ?
- COc1ccc(O)c(C(c2c(C)[nH][nH]c2=O)c2c(C)[nH][nH]c2=O)c1
    -7% | ? | . | 4%[9.22 µM] | ? | 3% | 22%[10 µM] | 10%
- C=CCSC(=C(C#N)C#N)c1cc2c([nH]1)CCCC2
    ? | 10µM* | -3% | ? | -1% | -1% | 11µM* | ?
- O=C(COC(=O)CCN1C(=O)c2cccc([N+](=O)[O-])c2C1=O)NCc1ccccc1
    7% | 3% | 10% | 9% | -2% | 7% | 3%[10 µM] | -2%
- O=C(Nc1ccc2c(c1)OCO2)Nc1cnccn1
    -8% | -5% | 58% | -6% | 1% | ? | 7%[1.9 µM] | -5%
- Cn1cc(SCC(=O)N2CCOCC2)c2ccccc21
    2% | 3% | 22% | -16% | -8% | 6% | 0%[10 µM] | 4%
- CCc1cccc(CC)c1NC(=O)COC(=O)Cc1ccsc1
    5% | 0% | 9% | -9% | 8% | 4% | -14%[10 µM] | 13%

# Complete entries, looked up by structure. Values in the order: Tau fluor counter, Tau ThT inhib, SMN2 splice enh, HTT aggregate, Tau FP inhib, KDM4E inh, HTT ATP protect, ALDH1A1 inh
# Shown for CC(NC(=O)Cn1cc2c(n1)CCCCC2)c1ccccc1 (stereo unspecified) = 5%, -14%, -1%, -4%, 6%, 4%, -8%[10 µM], 0%
# Shown for Cn1cc(SCC(=O)N2CCOCC2)c2ccccc21 = 2%, 3%, 22%, -16%, -8%, 6%, 0%[10 µM], 4%
# Shown for C#CCSc1nc2sc3c(c2c(=O)n1-c1cccc(OC)c1)CCN(C(C)=O)C3 = -8%, 25µM*, -2%, ., ?, ., ., .
# Shown for O=C(NCC1CCCO1)C1CCN(C2CCN(C(=O)C3CCCCC3)CC2)CC1 (stereo unspecified) = -1%, -2%, ., -8%[9.22 µM], 0%, -13%, 7%[10 µM], 5%
# Shown for COC(=O)[C@H](CCSC)NC(=O)N1CCC(C)CC1 = -4%, -6%, -6%, -11%, -1%, 15%, ?, 0%

# Results in KDM4E inh and HTT aggregate, for 2 of the compounds above:
Compound	KDM4E inh	HTT aggregate
C=CCOC(=O)C1=C[C@H](C2CC2)[C@@H](CCCO)[C@H](OCC)O1	-6%	-21%[9.22 µM]
CNC(=O)COC(=O)/C=C/c1cccc(F)c1	-8%	-18%

# The results go on.
# Screens in order – Tau fluor counter | Tau ThT inhib | SMN2 splice enh | HTT aggregate | Tau FP inhib | KDM4E inh | HTT ATP protect | ALDH1A1 inh
- O=C(COc1cc(Cl)ccc1Cl)Nc1ccc2c(c1)CCC2
    10% | 4% | 13% | -6% | -7% | 5% | -9%[10 µM] | 15%
- O=C1c2ccccc2C(=O)C1Cc1cccc2ccccc12
    -23% | ? | -1% | -6% | -12% | -5% | 4%[10 µM] | ?
- COc1cc(Br)ccc1C1C(C(=O)Nc2ccc(C)cc2C)=C(C)Nc2nnnn21 (stereo unspecified)
    -8% | 0% | -2% | . | -4% | . | . | .
- COc1ccc(Cl)cc1NC(=O)CN(C)C(=O)COc1ccccc1F
    -10% | 0% | -4% | 1% | 5% | -9% | -41% | -1%
- CCC(=O)Nc1cccc(-n2nnnc2SCC(=O)NCc2ccco2)c1
    -9% | -8% | -10% | -19% | -5% | 11% | 6% | -1%
- O=S(=O)([N-]c1nc2ccccc2nc1-[n+]1ccc(-c2ccncc2)cc1)c1ccccc1
    -7% | ? | 6% | 9% | -2% | 22% | 6%[10 µM] | ?
- Cc1cc(-c2sccc2C)nc(-n2cccc2)n1
    -22% | -17% | -9% | ? | -12% | ? | -94%[inhibitor][10 µM] | 1%
- C(=N\N1CCN(Cc2ccccc2)CC1)/c1ccc(-c2ccccc2)cc1
    -6% | -12% | -3% | 5% | 6% | -4% | -7% | 8%

# Source: PubChem (National Center for Advancing Translational Sciences (NCATS))
